USP1-UAF1 inh: Inhibitors of USP1/UAF1: Primary Screen. Ubiquitin carboxyl-terminal hydrolase 1 (Homo sapiens), O94782. recombinant USP1/UAF1, Ub-Rhodamine cleavage fluorescence. Potency, µM (series often up to 57.1 µM), for the others: top-dose activity change, negative = inhibition, hits mostly inhibitors. 0.23% of 390,000 active. AID 743255, 2014; note: potency is the fitted concentration of half-maximal effect; % is set by controls: 0 for no effect and ±100 for the full control effect; nearly all actives have a fitted effect of over 60% in size; inactives centre near -12
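USP1/UAF1 complex (1 nM) preincubated 15 min at room temperature with compound, then Ub-Rho substrate (150 nM final) added. Kinetic fluorescence at 480/540 nm over 6 reads at 60 s intervals; 50 mM HEPES pH 7.8, 0.5 mM EDTA, 0.1 mg/ml BSA, 1 mM TCEP, 0.01% Tween-20.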
RXFP1 ag: qHTS Assay for Agonists of the Relaxin Receptor RXFP1. Relaxin receptor 1 (Homo sapiens), Q9HBX9. HEK293T-RXFP1 cAMP TR-FRET, 30 min; response scale: percent of porcine relaxin response, buffer zero. Potency, µM (highest dose often 57.5 µM), for inactives: top-dose activation, most hits filed as activators. 0.3% of 370,000 active; note: potency is the fitted concentration of half-maximal effect; % is set by controls: 0 for no effect and ±100 for the full control effect; nearly all actives have a fitted effect of over 60% in size; many of its hits are not listed in these tables
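cAMP rise read by TR-FRET after 30 min, 37C compound exposure (up to 58 uM) in RXFP1-transfected HEK293 cells with Ro 20174 present. EC50 from Hill-equation fits, with 29 nM porcine relaxin as 100% and buffer as basal.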
Vif-APOBEC3G blk: qHTS for Inhibitors of Vif-A3G Interactions: qHTS; DNA dC->dU-editing enzyme APOBEC-3G (Homo sapiens), Q9HC16; HeLa A3G-eYFP + Vif (tagged APOBEC3G with the HIV-1 protein that degrades it), YFP fluorescence, overnight; Potency, µM (top dose mostly 46.1 µM), inactives show at the top dose activity, negative = active, hits mostly inhibitors; 0.076% of 410,000 active;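 note: potency is the fitted concentration of half-maximal effect; % is set by controls: 0 for no effect and ±100 for the full control effect; nearly all actives have a fitted effect of over 60% in size; hits raise eYFP signal because A3G escapes Vif-driven loss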
Target sequence (Q9HC16 whole entry, looked up): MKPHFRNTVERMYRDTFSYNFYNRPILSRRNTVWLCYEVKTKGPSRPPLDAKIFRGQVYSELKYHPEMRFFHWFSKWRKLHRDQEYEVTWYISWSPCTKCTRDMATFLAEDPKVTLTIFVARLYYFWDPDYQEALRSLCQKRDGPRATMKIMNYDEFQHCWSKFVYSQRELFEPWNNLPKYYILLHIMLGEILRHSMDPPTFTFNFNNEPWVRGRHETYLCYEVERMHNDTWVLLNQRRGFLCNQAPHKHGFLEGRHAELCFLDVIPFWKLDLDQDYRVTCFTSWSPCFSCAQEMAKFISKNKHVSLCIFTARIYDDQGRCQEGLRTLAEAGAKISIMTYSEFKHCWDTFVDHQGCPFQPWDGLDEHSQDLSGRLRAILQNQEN
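Read-out is eYFP fluorescence (Ex 488/Em 500-530) from Vif-expressing HeLa A3G-eYFP cells; more signal means A3G escaped Vif-mediated degradation. Cells plated overnight, compound pinned in, incubated overnight at 37 deg C.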
Vif-APOBEC3F blk: qHTS for Inhibitors of Vif-A3F Interactions: qHTS; Potency, µM (titrated, usually from 46.1 µM), inactives show top-dose activity, negative = active; 0.2% of 390,000 active; HeLa A3F-eYFP + Vif (tagged APOBEC3F with the HIV-1 protein that degrades it), YFP fluorescence increase; note: potency is the fitted concentration of half-maximal effect; % of control where 0% means no effect; nearly all actives have a fitted effect of over 65% in size
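Fluorescence increase (Ex 488/Em 500-530) after overnight compound treatment at 37 deg C flags inhibition of Vif-driven A3F-eYFP loss in stable HeLa A3F-eYFP/Vif cells seeded overnight beforehand.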
PI4K2A block: qHTS for small molecular inhibitors of PI4K2A | Phosphatidylinositol 4-kinase type 2-alpha (Homo sapiens), Q9BTU6 | purified PI4K2A, ADP-Glo luminescence, 1 h; stronger effect = lower value | activity change, negative = inhibition, % at 76.9 µM | 0.13% of 420,000 active; in the data active = activity change below about -50%; inconclusive = mostly about -30% to -49%;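 note: -100% = wells without enzyme as full effect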
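In this quantitative HTS, ADP production by PI4K2A was quantified luminescently after 1 h at ambient temperature; 100 microM adenosine served as plate-quality control.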
TrxR1 substrate: qHTS Assay for Substrates of Mammalian Selenoprotein Thioredoxin Reductase 1 (TrxR1): qHTS. Potency, µM (series often up to 114 µM), for inactives: at the highest dose activity change, negative = substrate turnover. Thioredoxin reductase 1, cytoplasmic (Rattus norvegicus), O89049. 0.01% of 390,000 active. purified TrxR1 substrate turnover, NADPH consumption readout; note: potency is the fitted concentration of half-maximal effect; % is set by controls: 0 for no effect and ±100 for the full control effect; nearly all actives have a fitted effect of over 50% in size
Target sequence (O89049 whole entry, looked up): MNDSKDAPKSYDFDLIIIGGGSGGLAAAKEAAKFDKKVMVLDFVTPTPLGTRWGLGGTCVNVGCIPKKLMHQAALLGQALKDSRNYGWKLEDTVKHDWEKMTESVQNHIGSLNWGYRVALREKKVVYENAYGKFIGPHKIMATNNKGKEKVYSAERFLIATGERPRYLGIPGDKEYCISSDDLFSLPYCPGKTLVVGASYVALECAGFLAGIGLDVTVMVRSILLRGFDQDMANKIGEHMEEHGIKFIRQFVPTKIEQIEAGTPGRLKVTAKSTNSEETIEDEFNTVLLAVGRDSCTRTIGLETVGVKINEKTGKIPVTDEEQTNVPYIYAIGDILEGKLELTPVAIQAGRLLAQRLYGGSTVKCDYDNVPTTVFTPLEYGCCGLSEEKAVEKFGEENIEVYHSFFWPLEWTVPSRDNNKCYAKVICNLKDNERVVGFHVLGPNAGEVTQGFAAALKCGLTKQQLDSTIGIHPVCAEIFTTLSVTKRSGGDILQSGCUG
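Rat TrxR1, dispensed at 90 nM, was prereduced with 400 uM NADPH (final) for 5 min at ~22 deg C, then incubated with compound 15 min before 400 uM selenite. A first-read NADPH fluorescence drop versus no-compound background flagged substrates.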
LDHA block: qHTS assay for inhibitors of human lactate dehydrogenase | L-lactate dehydrogenase A chain (Homo sapiens), P00338 | purified LDHA, NADH/diaphorase-resazurin fluorescence; stronger effect = lower value | activity change, % (values are at about 110 or 230 µM) | 0.15% of 480,000 active | AID 1347041, 2019; in the data active = activity change below about -30%; inconclusive = mostly about -25% to -30%;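 note: plate controls were DMSO wells for no effect and wells without enzyme for full effect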
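Resorufin fluorescence (ex540/em590), read at 0 and 20 min after diaphorase/resazurin addition, reports the NADH left after a 5 min room-temperature reaction of 2 nM human LDH5 with 0.06 mM NADH and 0.2 mM pyruvate.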
IDH1 R132H inh: qHTS for Inhibitors of mutant isocitrate dehydrogenase 1 (IDH1): qHTS; IDH1-R132H enzyme, NADPH consumption, diaphorase/resazurin fluorescence; Isocitrate dehydrogenase [NADP] cytoplasmic (Homo sapiens), O75874; 0.093% of 390,000 active; Potency, µM (highest dose often 76.6 µM), for the others: at the highest dose activity change, negative = inhibition, actives largely listed as inhibitors; note: potency is the fitted concentration of half-maximal effect; % is set by controls: 0 for no effect and ±100 for the full control effect; nearly all actives have a fitted effect of over 65% in size
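IDH1-R132H (0.5 ug/mL) preincubated 30 min with compound, then NADPH (0.016 mM) and alpha-KG (2 mM) added; 80 min at RT, pH 7.5. Remaining NADPH coupled via diaphorase/resazurin to fluorescence (540/590 nm); concentration-response curves normalized to no-enzyme control.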
Glioma ERSR ind: qHTS for Inducers of the Endoplasmic Reticulum Stress Response (ERSR) in Human Glioma: qHTS | U87-MG GRP78 promoter luciferase reporter, 16 h | Potency, µM, for inactives: at the highest dose activation, usual class: activators | 0.02% of 420,000 active; note: potency is the fitted concentration of half-maximal effect; series mostly up to about 76 µM; % of control where 0% means no effect; nearly all actives have a fitted effect of over 35% in size
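Stably transfected U87-MG glioma cells carrying a GRP78-based luciferase sensor; 16 h compound incubation. Luminescence end-point read 10 min after Bright-Glo addition at room temperature.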
Starred values were filed as active, the others as inactive; ? = inconclusive; nt = no result given; & = joins results of further samples; [ ] = another dose, or the depositor's remark. Unless noted, calls come from the whole dose curve; as a rule, active = well fitted curve in the direction sought with a large enough effect; inconclusive = small, poorly fitted or top-dose-only effect, or another doubt; inactive = no such curve, though single readings can be large; an effect the other way counts as inactive or inconclusive. Only part of the results is shown; the hit share may differ from the screen's.

compound | USP1-UAF1 inh | RXFP1 ag | Vif-APOBEC3G blk | Vif-APOBEC3F blk | PI4K2A block | TrxR1 substrate | LDHA block | IDH1 R132H inh | Glioma ERSR ind
O=C(O)CSCC(=O)Nc1cccc(C(F)(F)F)c1 | -2% | -3.3% | -3% | 1% | 3 | 6%[57.1 µM] | -1 | 5% | -2%
Cc1nn(C(=O)c2cc([N+](=O)[O-])ccc2Cl)c(C)c1Br | -14% | -0.6% | -6% | 7% | -2 | 7% | -1 | 0% | -3%
COc1cc(OC)c(OC)cc1CNC(=O)c1cc(S(=O)(=O)N(C)c2ccccc2OC)ccc1C | -11% | nt | 3% | 2% | -1 | -2% | 4 | 1% | -2%
O=C(O)CCC(=O)Nc1ccc(-n2ccc(C(F)(F)F)n2)cc1 | -27% | 2.1% | 1% | -4% | 2 | 5% | -10 | -3% | -3%
CC(C)C(NCc1c(Cl)cccc1Cl)C(=O)O (configuration not stated) | -15% | -0.7% | 2% | 0% | -1 | 9% | -10 | -7% | -4%
CCN1C(=O)N[C@@H](c2cccc(F)c2)C(C(=O)OC)=C1C | -21% | nt | -4% | 1% | -1 | 0%[57.1 µM] | -5 | -10% | -3%
O=C(N=C1SC2CS(=O)(=O)CC2N1Cc1ccccc1Cl)C1CC1 (configuration not stated) | -12% | 0.1% | 0% | -3% | 4 | -6% | -1 | 15% | -2%
Cc1ccccc1NC(=O)Cn1c([N+](=O)[O-])cnc1C | -5% | 0.0% | 2% | 6% | -5 | 2% | -6 | 6% | -2%
COc1cccc(C(=O)Nc2cccc(SC)c2)c1 | -7% | 0.1% | -7% | -2% | -17 | -5% | -1 | 6% | 3%
CC(C)c1cccc(-c2csc(C(O)c3ccccc3)n2)c1 (configuration not stated) | nt | nt | 0% | nt | -1 | nt | 0 | nt | 5%
CCOC(=O)C(=O)Nc1ccccc1C(=O)Nc1ccc(OC)cc1 | -6% | 11% | 3% | 8% | 4 | 23% | -18 | -1% | 1%
Cc1nc2c(-c3ccc(F)cc3)c(C)nn2c(C)c1CCC(=O)N1CCN(c2ccccc2)CC1 | -12%&-20% | 1.3%&3.2% | 3%&-1% | 4%&-1% | -1&0 | -1%&6% | -8&2 | 22%&12% | -3%&-2%
C/C(CC(=O)Nc1cccc2c1CCCC2)=N\NC=O | ? | 2.1% | -5% | 1% | -8 | 4%[57.1 µM] | -4 | -6% | -3%
O=C(CSc1nnc(-c2cccnc2)n1-c1ccccc1)Nc1ccc2c(c1)OCO2 | -16% | 1.4% | 0% | -2% | 5 | 6% | -5 | 2% | -4%
O=S(=O)(Nc1cccc(-c2ccc(N3CCCCCC3)nn2)c1)c1ccccc1F | -20%&-30% | -1.1%&0.2% | -2%&-1% | 1%&-4% | 2&-3 | 0% | 2&-3 | -8%&-1% | 12%&2%
CS(=O)(=O)N1CCc2cc(S(=O)(=O)NCc3ccccc3Cl)ccc21 | 2% | 0.5% | 2% | 0% | -6 | -7%[57.1 µM] | -7 | ? | -4%
O=C(CNS(=O)(=O)c1ccccc1)OCC(=O)c1c[nH]c2ccccc12 | -2% | 1.5% | 0% | 7% | -7 | 4% | 1 | 1% | -2%
CCCCN(C)c1nc2c(S(=O)(=O)c3ccc(CC)cc3)nnn2c2ccc(Cl)cc12 | -6% | 0.8% | -4% | 4% | 1 | 15% | -6 | -10% | -3%
Cc1sc2nc(C(C)C)nc(SCC(=O)N3CCN(C(=O)c4ccco4)CC3)c2c1C | -4% | 0.2% | -8% | -3% | 5 | 0%[57.1 µM] | 0 | -6% | -4%
CCCCN(C)CCNC(=O)C1CCN(c2nc3ccc(CC)cc3s2)CC1 | -25% | -1.8% | nt | nt | 1 | 0% | -4 | nt | nt
C[C@@H]1CN([C@H](C)CO)C(=O)CCCn2nncc2CO[C@@H]1CN(C)C(=O)c1cc(-c2ccccc2)on1 | 6% | nt | -6% | -1% | -10 | nt | -9 | -4% | -3%
O=C(CNc1cccc(S(=O)(=O)N2CCOCC2)c1)N1CCc2ccccc21 | -11% | 4.3% | 2% | -1% | 2 | 6% | -4 | 5% | 2%
COC(=O)CSc1nnc(-c2cccnc2)n1-c1cc(OC)cc(OC)c1 | -6% | -0.2% | 3% | 1% | -2 | 12% | -2 | 4% | -1%
Cc1cc(C)cc(NC(=S)NC(=O)C2CC2)c1 | -11% | -2.8% | 0% | 13µM* | 3 | -10% | -17 | 0% | 0%
CN(C(=O)CN1C(=O)S/C(=C\c2ccccc2F)C1=O)C1CCS(=O)(=O)C1 (configuration not stated) | -29% | 1.3% | -2% | 2% | -2 | -4% | -3 | -8% | 1%
c1ccc(-c2oc3ncnc(NCCN4CCOCC4)c3c2-c2ccccc2)cc1 | 0% | 0.1% | 1% | -4% | 0 | 20% | 5 | 3% | -3%
O=c1c(C=Nc2ccc(Cl)cc2)c[nH]n1-c1cccc(Cl)n1 | -4% | -0.2% | 1% | 4% | 2 | -5% | -52* | 14% | -4%
CCOc1ccc(Nc2nc(N)c([N+](=O)[O-])c(N3CCN(CC)CC3)n2)cc1 | -8% | 0.5% | 6% | 0% | -7 | 2% | -11 | -1% | -6%
Cc1cccn2c(=O)nc(SCC(=O)NC3CCCC3)nc12 | -18% | 8.7% | 2% | 0% | 0 | 9%[57.1 µM] | -2 | 7% | 1%
N#CCCCCN1c2cccc3cccc(c23)S1(=O)=O | -5% | 0.1% | 0% | 1% | 1 | 16% | 0 | 20% | -4%
CC(C)COc1ccccc1C1CC(=O)Nc2cc3c(cc21)OCO3 (configuration not stated) | ? | 4.1% | -25% | 0% | 3 | -12% | 2 | -3% | 1%
CC1=NN(C(=O)c2ccccc2C)C(O)(c2ccc(Cl)cc2)C1 (configuration not stated) | -19% | 0.7% | -4% | 0% | -15 | 7% | -1 | -2% | -6%
COCCNC(=S)N(C)[C@H]1C[C@H]2c3cc(Oc4ccccc4C)ccc3CCN2C(=O)[C@H]1[C@H](C)O | -7% | nt | 0% | -13% | -6 | nt | -20 | 4% | -2%
C#CCNC(=O)C1=C[C@@H](c2ccc(Br)cc2)[C@H](CCCO)[C@@H](OCC)O1 | ? | -1.0% | 4% | 7% | 0 | 5% | -3 | 1% | -4%
CC(=O)Nc1ccc2c(c1)N(C(C)=O)c1ccccc1CC2 | 5% | 6.7% | 2% | 12% | 4 | 1%[57.1 µM] | -18 | -4% | -7%
NS(=O)(=O)c1ccc(CCNC(=O)CSc2nc3ccsc3c(=O)n2C2CC2)cc1 | -13% | 2.2% | 2% | -16% | -1 | -6%[11.4 µM] | -2 | 7% | -3%
COc1ccc(OCC(=O)N/N=C/c2ccsc2)cc1 | -1% | 0.0% | -2% | -7% | 1 | -11% | -1 | 3% | -3%
CCN(Cc1ccccc1)C(c1cccs1)c1nnnn1C1CCCCC1 (configuration not stated) | -14% | 0.3% | -1% | -9% | 10 | 1%[57.1 µM] | 2 | 2% | -3%
C[C@@H]1CN([C@H](C)CO)C(=O)CCCn2cc(nn2)CO[C@H]1CN(C)S(=O)(=O)c1ccc(F)cc1 | nt | nt | -1% | nt | 2 | nt | -1 | nt | -3%
CCN1CCN(CCNC(=O)c2ccc(CS(=O)c3ccc(Br)cc3)o2)CC1 (configuration not stated) | -28% | -0.3% | 2% | 2% | -2 | -3% | -2 | -6% | 1%
COCCn1c(Cc2ccccc2)nnc1SCC(=O)Nc1ccccc1 | -17% | 0.6% | 1% | -10% | 4 | 5% | -2 | 0% | 4%
COc1ccc(S(=O)(=O)N2CCCCC2)cc1N(C)S(=O)(=O)c1ccccc1 | -1% | -1.2% | 1% | -5% | -1 | -13% | -5 | 10% | -5%
O=C(COc1ccc(S(=O)(=O)NC2CCCC2)cc1)N1CCCCCC1 | -9% | 0.9% | 1% | -8% | -9 | 2% | -4 | 0% | -5%
COc1c(O)ccc(C2NC(=O)NC(C)=C2C(=O)Nc2ccccc2C)c1[N+](=O)[O-] (configuration not stated) | -17% | 4.3% | -2% | -11% | 0 | 6%[57.1 µM] | 5 | 8% | 3%
N#C/C(=C\c1ccc(OCc2ccccc2)cc1)C(N)=O | -16% | 0.9% | -1% | 1% | -7 | 7%[57.1 µM] | -11 | 12% | 7%
COc1cc2cc3c(N)c(C(=O)NCc4ccco4)sc3nc2cc1OC | -26% | 3.9% | -27% | 13% | -8 | -4%[57.1 µM] | 4 | 8% | ?
CC(C)(C)OC(=O)N1CCC(c2c(C(=O)N3CCCCC3)cnn2-c2cccc(F)c2)CC1 | -8% | 0.8% | 5% | 3% | -4 | 5% | 6 | 0% | -2%
CCCCC(=O)NC(c1ccc(Cl)cc1)c1ccc2cccnc2c1O (configuration not stated) | -15% | nt | -11% | -1% | 13 | 0% | 28 | 6% | 0%
CCOC(=O)c1cnc2ccc(OC)cc2c1NCCN1CCOCC1 | -10% | 11% | -1% | -6% | -1 | -4% | 1 | 9% | -3%

Assay outcomes as filed in PubChem BioAssay.
